p53 PUMA act: mutant p53 pathway re-activators, primary screen, cell-based, SW480, luciferase, single point, HTS; SW480 PUMA-promoter luciferase, p53 mutant reactivation; activation, % at 9.98 µM; 1.5% of 28,000 active; AID 624151, 2012; in the data active = activation above about 52%; inconclusive = no clear call, values can overlap the other calls
STK33 inh: STK33 kinase inhibitors, primary screen, biochemical, luminescence, ADP-Glo, MBP substrate | 0.44% of 27,000 active | AID 2322, 2010 | Serine/threonine-protein kinase 33 (Homo sapiens), Q9BYT3 | inhibition, % at 12.5 µM; in the data active = inhibition above about 20%; inconclusive = no clear call, values can overlap the other calls
Target sequence (Q9BYT3 whole entry, looked up): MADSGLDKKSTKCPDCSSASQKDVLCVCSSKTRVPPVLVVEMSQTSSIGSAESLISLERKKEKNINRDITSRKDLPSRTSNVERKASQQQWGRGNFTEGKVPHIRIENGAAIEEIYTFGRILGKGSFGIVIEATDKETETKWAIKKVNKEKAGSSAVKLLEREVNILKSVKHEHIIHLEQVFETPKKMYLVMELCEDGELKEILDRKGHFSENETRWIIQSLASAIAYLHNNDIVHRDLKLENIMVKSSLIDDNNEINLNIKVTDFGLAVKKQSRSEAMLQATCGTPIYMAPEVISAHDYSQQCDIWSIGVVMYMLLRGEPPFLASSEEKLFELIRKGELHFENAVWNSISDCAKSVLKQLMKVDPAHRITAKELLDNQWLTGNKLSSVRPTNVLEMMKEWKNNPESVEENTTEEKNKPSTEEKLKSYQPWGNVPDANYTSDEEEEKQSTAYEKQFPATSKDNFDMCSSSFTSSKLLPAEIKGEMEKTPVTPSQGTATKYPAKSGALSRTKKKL
An asterisk follows results filed as active; u = inconclusive; x = no result given; & = joins results of further samples. Some of the compounds tested; the hit share may differ from the screen's.

Screens in order: p53 PUMA act | STK33 inh
[1] CCc1ccc(-n2nc3ccc(NC(=O)COc4ccccc4[N+](=O)[O-])cc3n2)cc1
 : -7.2 | 7.2
[2] C[C@@H]1CN([C@H](C)CO)C(=O)Cc2cc(NC(=O)Nc3ccc4c(c3)OCO4)ccc2O[C@@H]1CN(C)C(=O)Nc1ccc(C(F)(F)F)cc1
 : x | -1.8
[3] C[C@@H]1CCCCO[C@H](CN(C)C)[C@@H](C)CN([C@H](C)CO)C(=O)c2cc(NC(=O)Nc3cccc4ccccc34)ccc2O1
 : 1.8 | -2.4
[4] C[C@@H]1CN([C@H](C)CO)C(=O)Cc2cc(NC(=O)Nc3ccc(F)cc3)ccc2O[C@@H]1CN(C)Cc1ccc2c(c1)OCO2
 : 11.1 | -2.7
[5] Cc1noc(C)c1S(=O)(=O)N(C)C[C@H]1OCCCC[C@H](C)Oc2ccc(NS(C)(=O)=O)cc2C(=O)N([C@H](C)CO)C[C@@H]1C
 : -3.7 | x
[6] COc1ccc(NC(=O)C(=O)NCc2cccnc2)cc1
 : 23.2 | -1.1
[7] CCCC#Cc1cnc2c(c1)C(=O)N([C@@H](C)CO)C[C@H](C)[C@@H](CN(C)Cc1ccccc1F)O2
 : -0.2 | x
[8] COc1cccc(CNc2nc3ccccc3n2CCN2CCOCC2)c1O
 : -8.2 | -1.4
[9] COc1cccc2cc(C(=O)C3C(=O)C(=O)N(Cc4ccco4)C3c3ccc(F)cc3)oc12 (configuration not stated)
 : -21.9 | 1.0
[10] O=C(CSc1n[nH]c(-c2ccc(Cl)cc2)n1)Nc1ccccc1Cl
 : 4.0 | 7.6
[11] C[C@H]1CN([C@@H](C)CO)C(=O)Cc2cc(NC(=O)Nc3cccc4ccccc34)ccc2O[C@@H]1CN(C)Cc1ccc2c(c1)OCO2
 : x | 2.2
[12] CC(Sc1ncn(-c2ccccc2)n1)C(=O)Nc1ccc(Cl)cc1 (configuration not stated)
 : 7.3 | -0.6
[13] Cc1cc(OCC(=O)Nc2ccc(CC#N)cc2)ccc1[N+](=O)[O-]
 : 8.6 | -1.2
[14] O=C1CC(c2ccc(O)cc2)Oc2c1c(O)cc(O)c2C1C(=O)c2c(O)cc(O)cc2OC1c1ccc(O)c(O)c1 (configuration not stated)
 : 10.7 | -1.5
[15] COc1ccc(C#Cc2ccc3c(c2)[C@]2(C(=O)N3)[C@H](c3ccccc3OCCO)N3[C@H](c4ccccc4)[C@H](c4ccccc4)OC(=O)[C@H]3[C@@H]2C(N)=O)cc1
 : x | 18.2
[16] C[C@@H]1CN([C@@H](C)CO)C(=O)c2cccc(NS(=O)(=O)c3cccs3)c2O[C@H]1CN(C)Cc1ccc(Cl)c(Cl)c1
 : 9.8 | x
[17] Cc1noc(C)c1NC(=O)N(C)C[C@@H]1Oc2ccc(NC(=O)CCCN(C)C)cc2C(=O)N([C@@H](C)CO)C[C@@H]1C
 : -3.6 | x
[18] CC(C)NC(=O)Nc1cccc2c1O[C@@H](CN(C)Cc1ccccc1)[C@@H](C)CN([C@@H](C)CO)C2=O
 : -4.4 | x
[19] CC(C)NC(=O)N(C)C[C@@H]1Oc2ccc(NS(=O)(=O)c3cn(C)cn3)cc2CC(=O)N([C@H](C)CO)C[C@@H]1C
 : 10.1 | 0.8
[20] C[C@H](CO)N1C[C@H](C)[C@@H](CN(C)S(C)(=O)=O)Oc2ncc(/C=C/c3ccccc3)cc2C1=O
 : 0.7 | x
[21] Cc1ccc2nc(-c3ccncc3)cc(C(=O)NC(C)c3cnn(C)c3C)c2c1 (configuration not stated)
 : -7.7 | 0.6
[22] CC(=O)N(C)C[C@@H]1Oc2ncc(-c3cncnc3)cc2C(=O)N([C@H](C)CO)C[C@H]1C
 : -0.5 | x
[23] COc1ccc(S(=O)(=O)Nc2ccc3c(c2)C(=O)N([C@H](C)CO)C[C@@H](C)[C@@H](CN(C)S(=O)(=O)c2ccc(OC)cc2)O3)cc1
 : -12.7 | x
[24] COc1ccc(CN(C)C[C@@H]2Oc3c(NC(=O)NC4CCCCC4)cccc3C(=O)N([C@H](C)CO)C[C@H]2C)cc1
 : -6.9 | x
[25] CC1OC(Oc2cc(O)c3c(=O)c(OC4OC(CO)C(O)C(O)C4OC4OC(C)C(O)C(O)C4O)c(-c4ccc(O)cc4)oc3c2)C(O)C(O)C1O (configuration not stated)
 : 8.6 | 0.9
[26] CCc1ccc(NC(=O)CSc2nnc(-c3ccc(Cl)cc3)n2C)cc1
 : -8.7 | -1.7
[27] COc1cc(O)c(Oc2cc(C)cc(O)c2C(=O)O)c(CO)c1
 : 7.6 | -8.3
[28] COc1ccc(OCC(=O)Nc2cc(-c3nn4c(C)nnc4s3)ccc2C)cc1
 : x | -0.9
[29] CNC[C@H]1OCCCC[C@@H](C)Oc2ccc(NC(=O)Nc3ccc4c(c3)OCO4)cc2C(=O)N([C@H](C)CO)C[C@@H]1C
 : x | 0.1
[30] COc1cccc(-c2nn(-c3ccccc3)cc2C(=O)NCC(=O)O)c1
 : -10.6 | -4.1
[31] C[C@H]1CN([C@@H](C)CO)S(=O)(=O)c2ccc(-c3ccc(F)cc3)cc2O[C@H]1CN(C)S(C)(=O)=O
 : 8.1 | x
[32] CNC(=O)CCc1nc(-c2ccc(Cl)cc2)no1
 : 22.4 | 1.7
[33] COC(=O)C(O)(c1c(C)nn(-c2ccccc2)c1N)C(F)(F)F (configuration not stated)
 : -1.8 | -0.2
[34] CC(C(=O)O)c1ccc(C(=O)c2ccccc2)s1 (configuration not stated)
 : 15.9 | -1.1
[35] CN(c1cccc(NC(=O)c2ccc(CN3CCOCC3)cc2)c1)S(C)(=O)=O
 : -2.9 | -0.4
[36] O=C(CSc1ncnc2scc(-c3ccccc3)c12)c1ccccc1
 : 20.0 | -0.2
[37] Cc1noc(C)c1S(=O)(=O)N(C)C[C@@H]1Oc2c(cccc2N(C)C)C(=O)N([C@H](C)CO)C[C@@H]1C
 : -0.6 | x
[38] C[C@@H]1CN([C@@H](C)CO)C(=O)c2cccc(NC(=O)Nc3ccc(C(F)(F)F)cc3)c2O[C@@H]1CN(C)S(=O)(=O)c1ccc(Cl)cc1
 : -28.0 | x
[39] C[C@H](CO)N1C[C@H](C)[C@H](CN(C)Cc2ccc3c(c2)OCCO3)OCc2cnnn2CCCC1=O
 : x | -0.8
[40] C[C@H]1CN([C@@H](C)CO)C(=O)c2cc(-c3ccc(C#N)cc3)cnc2O[C@@H]1CN(C)Cc1ccncc1
 : -0.4 | x
[41] CNC[C@@H]1Oc2ncc(-c3ccc(OC)cc3)cc2C(=O)N([C@H](C)CO)C[C@@H]1C
 : 7.7 | -0.6
[42] Cc1ccc(-n2c(SCC(=O)NCC3CCCO3)nc3sc(C)c(C)c3c2=O)cc1C (configuration not stated)
 : -12.8 | 0.0
[43] COc1ccc(S(=O)(=O)N(C)CC(=O)Nc2cc(C)ccc2C)cc1C
 : -3.6 | -5.4
[44] C[C@H]1CN([C@@H](C)CO)C(=O)Cc2cc(NC(=O)Nc3ccccc3)ccc2O[C@@H]1CN(C)C(=O)Nc1ccc(F)cc1
 : 1.9 | 1.1
[45] C[C@H]1CN([C@@H](C)CO)C(=O)Cc2cc(NC(=O)NC3CCCCC3)ccc2O[C@@H]1CN(C)C(=O)Nc1ccc2c(c1)OCO2
 : -5.1 | 0.4
[46] CC(C)NC(=O)Nc1ccc2c(c1)C(=O)N([C@@H](C)CO)C[C@@H](C)[C@H](CN(C)C(=O)c1ccncc1)OCCCC[C@H](C)O2
 : 2.4 | x
[47] Oc1cc(Cc2ccccc2)cnc1CN1CCOCC1
 : x | -1.0
[48] COC(=O)C(CC#Cc1ccc2c(c1)[C@]1(C(=O)N2)[C@H](c2ccccc2OCCO)N2[C@H](c3ccccc3)[C@H](c3ccccc3)OC(=O)[C@H]2[C@@H]1C(=O)N1CCCCCCC1)C(=O)OC
 : x | 13.6
[49] COc1ccc(CCNC(=O)Nc2cccc([N+](=O)[O-])c2)cc1OC
 : -9.7 | -7.6
[50] CC(=O)Nc1ccc(C(=O)Nc2cccc(NC(=O)c3ccco3)c2)cc1
 : 26.1 | -0.5

Continuation.
Screens in order: p53 PUMA act | STK33 inh
[51] COCC#Cc1cnc2c(c1)C(=O)N([C@@H](C)CO)C[C@H](C)[C@@H](CN(C)C(=O)Cc1ccncc1)O2
 : 3.0 | x
[52] O=C(CC1NC2CCCCC2NC1=O)Nc1ccc([N+](=O)[O-])cc1 (configuration not stated)
 : 3.1 | 9.5
[53] C[C@@H]1CN([C@@H](C)CO)C(=O)c2cc(C#CC3CCCCC3)cnc2O[C@H]1CN(C)C(=O)NC1CCCC1
 : 8.6 | x
[54] CCOC(=O)CC1=Nn2c(nnc2-c2cccs2)SC1
 : x | 2.7
[55] C[C@H]1CCCCO[C@H](CN(C)C)[C@@H](C)CN([C@@H](C)CO)C(=O)c2cc(N(C)C)ccc2O1
 : -0.8 | x
[56] CCn1c(SCC(=O)Nc2ccc(I)cc2)nnc1-c1ccccc1F
 : -10.0 | -0.5
[57] COC(=O)C1C(=O)c2c([nH]c(C(=O)OC(C)C)c2C)CC1C (configuration not stated)
 : u | x
[58] CS(=O)(=O)N(CC(=O)Nc1ccc(C(F)(F)F)cc1)c1cccc([N+](=O)[O-])c1
 : -48.6 | -9.5
[59] CC(C)NC(=O)Nc1ccc2c(c1)C(=O)N([C@H](C)CO)C[C@@H](C)[C@H](CN(C)Cc1ccccc1)OCCCC[C@@H](C)O2
 : 2.6 | x
[60] CC(C)NC(=O)N(C)C[C@@H]1Oc2ccc(NS(=O)(=O)c3ccccc3)cc2CC(=O)N([C@H](C)CO)C[C@@H]1C
 : 4.3 | 0.8
[61] COc1ccc(OC)c(/C=C/C(=O)O)c1
 : 1.4 | 2.8
[62] CN1C(=O)C(c2c[nH]c3ccccc23)=C(c2c[nH]c3ccccc23)C1=O
 : -18.9 | 5.8
[63] COc1ccc(NC(=O)NC(C)c2cn(C)nc2C)c(OC)c1 (configuration not stated)
 : -7.7 | -1.5
[64] Cc1ccc(OCC(=O)Nc2ccc(C)cc2[N+](=O)[O-])c(C)c1
 : 88.8* | -0.1
[65] O=C(COc1ccc(Cl)cc1)Nc1cc(C(F)(F)F)ccc1N1CCOCC1
 : -3.4 | 1.9
[66] Cc1ccc(Cl)c(NC(=O)NCCN2CCN(c3ccccc3[N+](=O)[O-])CC2)c1
 : -5.6 | -0.7
[67] Cc1ccccc1NC(=O)CSc1nnc(-c2ccc(C(C)(C)C)cc2)n1C
 : 4.9 | -0.9
[68] CCn1ncc(C2=NOC(C(=O)Nc3ccc(Cl)c(Cl)c3)C2)c1C (configuration not stated)
 : -10.0 | -3.1
[69] CN(C)CC/C=C1\c2ccccc2COc2ccccc21
 : -13.9&10.1 | 3.7
[70] C[C@@H]1CN([C@@H](C)CO)C(=O)c2cccc(NS(C)(=O)=O)c2O[C@@H]1CN(C)Cc1ccc(C(F)(F)F)cc1
 : -6.7 | x
[71] C[C@H](CO)N1C[C@H](C)[C@H](CN(C)Cc2ccc(Oc3ccccc3)cc2)Oc2ccc(NC(=O)CCN3CCOCC3)cc2CC1=O
 : x | -4.3
[72] Cc1cc2nc(SCC(=O)O)nc(C)c2cc1C
 : -6.6 | 2.5
[73] C[C@H](CO)N1C[C@H](C)[C@H](CN(C)Cc2ccc(-c3ccccc3)cc2)Oc2ccc(N(C)C)cc2CC1=O
 : x | 3.5
[74] Cc1ccc(NC(=O)COc2c(C)cc(Cl)cc2Cl)c([N+](=O)[O-])c1
 : 16.5 | -1.9
[75] COc1ccc([N+](=O)[O-])cc1N(CC(=O)N(C)C)S(C)(=O)=O
 : -20.7 | 1.1
[76] COc1ccc(Nc2nccc(NCCO)n2)cc1
 : u | 3.2
[77] C[C@H](CO)N1C[C@H](C)[C@@H](CN(C)Cc2ccc(F)cc2)Oc2cc(C#Cc3ccccn3)ccc2S1(=O)=O
 : -52.0 | x
[78] Cc1cccc(Nc2ccncc2S(=O)(=O)NC(=O)NC(C)C)c1
 : x | -0.5
[79] O=C(NCC(c1ccccc1)c1c[nH]c2ccccc12)Nc1ccc(Cl)cc1 (configuration not stated)
 : -3.2 | -0.4
[80] COc1ccc(C(=O)N(Cc2nc(-c3ccccc3)no2)C(C)C)cc1OC
 : -3.9 | -6.4
[81] Cc1noc(C)c1S(=O)(=O)Nc1ccc2c(c1)C(=O)N([C@H](C)CO)C[C@H](C)[C@H](CN(C)C(=O)NC(C)C)OCCCC[C@H](C)O2
 : -1.8 | x
[82] C[C@@H]1CN([C@@H](C)CO)C(=O)Cc2cc(NC(=O)Cc3ccccc3)ccc2O[C@@H]1CN(C)Cc1ccc(-c2ccccc2)cc1
 : -74.8 | 4.6
[83] COc1ccc(Cl)cc1N(CC(=O)Nc1ccccc1SC)S(C)(=O)=O
 : -7.6 | 0.9
[84] CC(C)c1ccc(NC(=S)N2CCCC(c3ccc(F)cc3)=N2)cc1
 : 2.3 | x
[85] C[C@@H]1CN([C@@H](C)CO)C(=O)Cc2cc(NC(=O)Cc3cn(C)c4ccccc34)ccc2O[C@@H]1CN(C)CC1CC1
 : -5.6 | 1.2
[86] O=C(Nc1ccncc1)Nc1c(Cl)cc(Cl)cc1Cl
 : -2.5 | -0.2
[87] Fc1ccccc1CSc1nnc(Cn2cnc3ccccc32)n1-c1ccccc1
 : 0.4 | 2.2

High-throughput results as filed in PubChem BioAssay.
